# S3 lipid droplet – qHTS Assay for Lipid Storage Modulators in Drosophila S3 Cells. Drosophila S3 cells, BODIPY lipid droplet fluorescence, 18-24 h; cells fed with added oleic acid. lipid storage change, negative = inhibition, % at the top dose, mostly 46.1 µM; hits show Potency in µM. 320,000 compounds, 0.64% hits; active = well fitted inhibition curve with a large enough effect in the signal ratio, with a control signal flat, not every such curve was filed as active; inconclusive = small, poorly fitted or top-dose-only effect, or effect the other way, or a change in a side signal; the % refers to the signal ratio
#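 Drosophila S3 cells loaded with oleic acid (400 uM, as added) and compounds at several concentrations; lipid droplets imaged by 488-nm laser-scanning cytometry, 500–530 nm intensity and object ratio to cell channel. Percent activity normalized to 20 uM Triacsin C.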
# S3 lipid droplet cell count max – also measured in S3 lipid droplet; calls as there; cell number change, %; measured here: cell count max response;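 cells counted by Cell Tracker Red CMTPX staining in the red channel; peak over a dose series mostly up to 46.1 µM; percent activity relative to internal control wells on each plate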
# Starred values were filed as active, the others as inactive; i = inactive; ? = inconclusive; . = not tested or not shown. % is scaled to controls: 0 for no effect and ±100 for the full control effect; potency is read from the fitted curve at half-maximal effect. This is a subset; count on the stated rates, not on these rows.
SMILES,S3 lipid droplet,S3 lipid droplet cell count max
Cn1nnc2cc(C(=O)NCc3ccc4c(c3)OCO4)ccc21,?,.
CCOC(=O)c1c(NC(=O)Cn2c(=O)oc3ccccc32)oc(C)c1C(C)=O,4.9%,2.1
O=S(=O)(c1ccc(F)c2ccccc12)N1CCCCC1,-2.9%,-18.2
COc1ccccc1C(=O)OC(C)CN1CCN(C)CC1 (centres undefined),17.3%,-11.6
O=C(CNC(=O)c1ccc(Cl)cc1Cl)OCC(=O)c1ccc2c(c1)OCCO2,?,.
Cc1ccc2c(c1)N(CC(=O)NCCc1ccc(Cl)cc1)C(=O)c1cccnc1O2,-5.0%,-10.7
CCC(C)c1ccc(NC(=O)COC(=O)CCNC(=O)c2ccco2)cc1 (centres undefined),16.4%,-13.3
CCOc1ccc(S(=O)(=O)N2CCN(C(=S)NCc3ccccc3)CC2)cc1,0.3%,27.1
O=C(O)Cn1cc(C(=S)N2CCCCC2)c2ccccc21,?,.
CC(C)(C)OC(=O)NNC(=O)c1ccc(Cl)cc1,?,.

# Part of the list above in a different format.
# Order of values – S3 lipid droplet, S3 lipid droplet cell count max
> CC(C)(C)OC(=O)NNC(=O)c1ccc(Cl)cc1
    ?, .
> Cc1ccc2c(c1)N(CC(=O)NCCc1ccc(Cl)cc1)C(=O)c1cccnc1O2
    -5.0%, -10.7
> CCOc1ccc(S(=O)(=O)N2CCN(C(=S)NCc3ccccc3)CC2)cc1
    0.3%, 27.1
> COc1ccccc1C(=O)OC(C)CN1CCN(C)CC1 (centres undefined)
    17.3%, -11.6
> O=C(O)Cn1cc(C(=S)N2CCCCC2)c2ccccc21
    ?, .
> CCC(C)c1ccc(NC(=O)COC(=O)CCNC(=O)c2ccco2)cc1 (centres undefined)
    16.4%, -13.3
> O=C(CNC(=O)c1ccc(Cl)cc1Cl)OCC(=O)c1ccc2c(c1)OCCO2
    ?, .

# Next records follow:
SMILES,S3 lipid droplet,S3 lipid droplet cell count max
C=CCOc1c(Cl)cc(CNc2ccc(C)c(Cl)c2)cc1OC,?,.
O=C1C(=O)N(CCOCCO)C(c2ccccn2)/C1=C(\O)c1ccccc1 (centres undefined),i,.
O=S(=O)(Nc1ccc2nc(-c3ccc(Br)o3)[nH]c2c1)c1ccccc1,?,.
COc1ccc(C(=O)NC(C(=O)N2CCN(c3ccccc3O)CC2)C(C)C)cc1 (centres undefined),i,12.4
COc1ccccc1-c1nc2ccccc2nc1-c1ccccc1,?,.
Cn1c(=O)c2c(nc(N3CCN(c4ccccc4)CC3)n2CCCc2ccccc2)n(C)c1=O,?,.
COc1ccc(NC(=O)C2CCCN(c3cnccn3)C2)cc1 (centres undefined),?,.
CCC(CC)NC(=O)c1cccc(NC(=O)C(C)C)c1,?,.
Cc1cc(=O)oc2cc(NS(=O)(=O)c3ccc(F)cc3)ccc12,-2.4%,5.5
Nc1nonc1C(=O)OCC(=O)N1CCOCC1,?,.
COc1ccc(CNC(=O)Nc2ccc3c(c2)N(C)C(=O)CS3)cc1,?,.
COc1ccc(C2CC(c3cccs3)=NN2c2ccccc2)cc1 (centres undefined),?,.
COc1cc(/C=N/NC(=S)Nc2cccc(S(=O)(=O)N(C)C)c2)cc(OC)c1O,?,.
CCCSc1ccc([C@@H]2[C@@H]3C(=O)N(C)C(=O)[C@@H]3[C@]3(C(=O)OC)CCCN23)cc1OC,?,.
Cn1cc(CC(=O)NC2CCCCC2)c2ccccc21,0.6%,11.9
CC(NC(=O)COC(=O)c1ccc2ccccc2n1)C1CC2CCC1C2 (centres undefined),-2.4%,-7.7
COc1ccc(S(=O)(=O)NCCc2c(C)nn(C)c2Oc2ccccc2)cc1,?,.
CCN1C(=O)C(=O)N(CC(=O)c2[nH]c(C)c(C(C)=O)c2C)C1=O,?,.
O=c1[nH]c(/C=C\c2cccc(C(F)(F)F)c2)nc(O)c1[N+](=O)[O-],?,.
COC(=O)c1ccc(N2C(=O)c3ccc(OC)c(OC)c3C2=O)cc1,?,.
Cn1nc2c(c1C(=O)N1CCCC(C(=O)c3cc(F)ccc3F)C1)CCCC2 (centres undefined),-14.4%,-17.7
COc1ccc(-n2c(SCC(=O)OC(C)C)nnc2-c2ccccn2)cc1,?,.
NC(=O)c1nsc(C(=O)N(CC(=O)NCc2ccco2)c2ccccc2F)c1N,?,.
COc1ccc(-c2cc(C(=O)OCC(=O)Nc3cc(C)on3)c3ccccc3n2)cc1OC,17.5%,-1.6
CCn1c(C(=O)O)c(CC(=O)NC2CCCCCC2)c2ccccc21,?,.
N#Cc1ccccc1NC(=O)c1ccc2c(c1)OCCO2,?,.
CC(C)(C)C(=O)Nc1ccccc1C(=O)Nc1ccncc1,4.8%,7.7
CN(C)c1ccc(/C=N/NC(=O)CNC(=O)c2ccco2)cc1,0.0%,19.4
Cc1ccc(NC(=O)Nc2nnc(Cc3ccc(F)cc3)s2)cc1,?,.
CC(C)CC1CCCCC1OC(=O)CN1CCCCC1 (centres undefined),-3.8%,5.3
Cn1c(=O)[nH]c(NC2CCCCC2)c(N=O)c1=O,-11.0%,6.1
CCOC(=O)c1[nH]c2ccc(Cl)cc2c1-c1ccccc1,?,.
COc1ccc(S(=O)(=O)N(C)c2ccc(OCC(=O)Nc3cc(C)on3)cc2)cc1,-5.6%,0.4
C=CCOc1c(CNc2nccs2)cccc1OCC,?,.
O=C(NN1CCOCC1)c1cn(-c2ccccc2)nc1-c1cccs1,9.1%,13.6
CCN1CCN(C(=O)c2ccc3c(c2)N(Cc2ccccc2)C(=O)c2ccccc2S3(=O)=O)CC1,i,8.4
CC(C)Oc1ccc(-c2nn(-c3ccccc3)cc2/C=c2\sc3ncnn3c2=O)cc1,i,.
N#Cc1ccccc1CSCCNC(=O)Cc1c(F)cccc1Cl,i,16.7
CC1CC(C)CN(C(=O)C2CCN(S(=O)(=O)c3c(Cl)cccc3Cl)CC2)C1 (centres undefined),-19.1%,12.0
O=C(CCN1C(=O)c2ccccc2S1(=O)=O)Nc1ccc(C(=O)O)cc1,10.5%,12.1

# Four entries out of the list above, arranged by their value in S3 lipid droplet cell count max, descending.
structure	S3 lipid droplet cell count max
CCOc1ccc(S(=O)(=O)N2CCN(C(=S)NCc3ccccc3)CC2)cc1	27.1
CN(C)c1ccc(/C=N/NC(=O)CNC(=O)c2ccco2)cc1	19.4
O=C(NN1CCOCC1)c1cn(-c2ccccc2)nc1-c1cccs1	13.6
Cn1c(=O)[nH]c(NC2CCCCC2)c(N=O)c1=O	6.1

# (cont.)
SMILES,S3 lipid droplet,S3 lipid droplet cell count max
COc1ccc(N2C(=O)S[C@@H]3CS(=O)(=O)C[C@@H]32)cc1,4.5%,-0.9
COc1ccc(NC(=O)Cn2nnc(C(=O)NCc3cccs3)c2N)cc1Cl,?,.
CC(/C=C/c1cccc([N+](=O)[O-])c1)=N\NC(=O)c1ccncc1,10.3%,0.1
CC1SCC(=O)N(CC(=O)NC2CCCCC2)C1=O (centres undefined),?,.
Cc1cc(C)c(NC(=O)COC(=O)c2nc3nccc(C)n3n2)c(Cl)c1,22.5%,-8.8
CCc1cccc(N=c2c([N+](=O)[O-])nn(-c3ccc(Cl)cc3)n2O)c1,?,.
CCOC(=O)c1cc(-c2cccnc2)nn1-c1ccccc1,i,.
CCOc1ccc2oc(C(=O)Nc3ccc4c(c3)OCO4)c(C)c2c1,?,.
O=C(NCc1ccccc1)C(=O)NCC1OCCN1C(=O)c1cccs1 (centres undefined),1.0%,1.0
CCOc1ccc(C(CC(=O)O)NC(=O)Cc2ccc(Cl)cc2)cc1 (centres undefined),i,.
CC12CC3CC(C)(C1)CC(CN)(C3)C2,?,.
Nc1c(C(=O)Nc2ccc3c(c2)OCCO3)nnn1Cc1cccc(Cl)c1,?,.
COc1ccccc1N1CCN(Cc2cn[nH]c2-c2ccc(F)cc2)CC1,-0.5%,-1.5
COCCCN(CC(=O)O)S(=O)(=O)c1ccccc1,?,.
CN1CCN(c2ccc(Cl)cc2NC(=O)/C=C/c2cccc(F)c2)CC1,22.9%,.
CC1Oc2ccccc2N(CC(=O)NC2CCCC2)C1=O (centres undefined),i,19.7
CN(C)CCCN=c1cc(-c2ccccc2)oc2ccc(Cl)cc12,-5.5%,-1.5
COC(=O)c1cc(/C=C/c2ccccc2)on1,1.5%,7.2
O=C(N/N=C/c1c[nH]c2ccccc12)c1ccc([N+](=O)[O-])cc1Cl,0.1%,-0.5
COC(=O)[C@@H]1C[C@@H]2CC[C@@H](O)C[C@@H]2N1Cc1ccc(C(F)(F)F)cc1,-3.8%,-5.8

# Some of the entries so far, with tabs.
Compound	S3 lipid droplet	S3 lipid droplet cell count max
Cc1cc(C)c(NC(=O)COC(=O)c2nc3nccc(C)n3n2)c(Cl)c1	22.5%	-8.8
CN(C)CCCN=c1cc(-c2ccccc2)oc2ccc(Cl)cc12	-5.5%	-1.5
N#Cc1ccccc1NC(=O)c1ccc2c(c1)OCCO2	?	.

# Other compounds follow.
SMILES,S3 lipid droplet,S3 lipid droplet cell count max
N=c1n(CCO)c2ccccc2n1CCOc1ccc(Cl)cc1Cl,?,.
CCOc1cc(N2CCOCC2)c(OCC)cc1NC(=O)c1ccc(S(=O)(=O)N(C)C)cc1,4.3%,-2.5
O=c1c2ccccc2[nH]c2ccc(O)cc12,-1.7%,7.9
Cc1ccccc1OCCCC(=O)Nc1ccc(Br)cc1,?,.
CC1(NC(=O)Cc2ccc(Cl)c(Cl)c2)CCS(=O)(=O)C1 (centres undefined),?,.
Cc1ccc(N=Cc2c(O)n(-c3ccc4c(c3)OCO4)c(=O)c3ccccc23)cc1,?,.
O=c1[nH]cnc2c1nc(NCc1ccccc1)n2C1O[C@@H](CO)[C@H](O)[C@@H]1O (some centres undefined),-14.5%,4.7
COc1ccc(N(CC(=O)NCc2ccccc2OC)S(=O)(=O)c2ccccc2)cc1,8.2µM*,10.9*
C[C@H](CCC(=O)NCC(=O)O)[C@H]1CC[C@H]2[C@@H]3[C@H](O)C[C@@H]4C[C@H](O)CC[C@]4(C)[C@H]3C[C@H](O)[C@]12C,?,.
COc1ccc(S(=O)(=O)NCC2CCCN(C(=O)CNC(C)=O)C2)cc1 (centres undefined),?,.
Cc1ccc(S(=O)(=O)N2CCN(CC(O)CN3CCOCC3)CC2)cc1 (centres undefined),?,.
O=C(Nc1ccccn1)c1ccc(S(=O)(=O)N2CCCCCC2)cc1,22.0%,.
Cc1nc2ccc(C(=O)Nc3ccccc3Cl)cc2s1,-17.8%,-14.6
COc1cccc(NC(=O)CN(C)CC(=O)Nc2cccc(C(F)(F)F)c2)c1,22.9%,5.0
CCOC(=O)C(NCCc1ccc(F)cc1)(NC(=O)CC)C(F)(F)F (centres undefined),14.1%,14.0
O=C(N/N=C/c1cccs1)C(=O)Nc1cccc(Cl)c1,i,-6.1
CC(CC(F)(F)F)N1CCC(n2nccc2NC(=O)CCCc2ccccc2)CC1 (centres undefined),5.1%,-12.3
COc1ccc(OC)c(NC(=O)COC(=O)Cn2nnc(-c3ccccc3)n2)c1,?,.
Cn1nc(C(=O)Nc2cccc(S(=O)(=O)N3CCCCC3)c2)c2ccccc2c1=O,?,.
CCn1cc(CNCc2ccc(OCC(O)CN(C)Cc3ccccc3)cc2)cn1 (centres undefined),19.7%,3.3
O=C(O)CCC(=O)c1ccc2c(c1)OCCO2,?,.
COCCCNC(=O)c1ccc(N2CCCC2)c(NS(=O)(=O)c2ccc(C)cc2)c1,i,0.4
CC(=O)N1N=C(c2cccc(Br)c2)OC12CCCC2,-7.2%,2.6
CC(=O)Nc1sc2c(c1C(=O)N1CCOCC1)CCCCC2,14.5%,18.4
O=c1n(-c2ccccc2)c(=O)n2n1CCC2,?,.
CCn1c(SCC(=O)Nc2oc(-c3ccccc3)c(-c3ccccc3)c2C#N)nnc1-c1cc(OC)cc(OC)c1,i,.
O=C(CC1OC(=O)c2ccccc21)NCC1COc2ccccc2O1 (centres undefined),?,.
CC(=O)N(C)c1ccc(N=Cc2c(O)ccc3ccccc23)cc1,?,.
Cc1ccc(CC(NC(=O)c2ccccc2)C(=O)NCC(=O)O)cc1 (centres undefined),?,.
CCN(C(=O)COC(=O)/C=C/c1ccc(OC(F)F)c(OC)c1)C1CCS(=O)(=O)C1 (centres undefined),3.7%,4.0
Cc1ccc(C)c(S(=O)(=O)N2CCCC2CNC(=O)C(=O)NCCc2ccccc2)c1 (centres undefined),?,.
CCC(=O)NS(=O)(=O)c1ccc(N=NN2CCCCC2)cc1,?,.
C=CCNc1cnn(-c2ccc(C)cc2)c(=O)c1Sc1ccc(C)cc1,?,.
COC(=O)C1=C(C)N(CC2CCCO2)C(=O)C1 (centres undefined),?,.
COc1ccc(NC(=O)C(NC(=O)OC(C)(C)C)C(C)OCc2ccccc2)cc1 (centres undefined),?,.
COc1ccccc1C(=O)Nc1cc(C)c(OCC(=O)N2CCOCC2)c(C)c1,?,.
COc1cccc(/C=C2\CC(C)Cc3c2nc2ccccc2c3C(=O)O)c1OC (centres undefined),i,9.5
O=C(c1cc2c(s1)-c1ccccc1OC2)N1CCN(c2ccccc2)CC1,?,.
CCOc1ccc(N(CC(=O)N2CCOCC2)S(=O)(=O)c2ccc(Cl)cc2)cc1,-9.0%,17.2
CCOc1nc(C)cc(COC)c1C(N)=O,1.7%,.
COc1ccc(NC(=O)C2C3C=CC(C3)C2C(=O)NCc2ccccn2)c(OC)c1 (centres undefined),7.6%,16.3

# Source: PubChem (National Center for Advancing Translational Sciences (NCATS))
